# NOD1 NF-kB reporter: inhibition of NOD1-driven NF-kB reporter – cell-based, luminescence, uHTS, primary screen (AID 1578) | NOD1-driven NF-kB luciferase reporter cells, luminescence; higher % means a stronger effect | inhibition, % at 4 µM; hits with a dose series show EC50 in µM | 290,000 tested, 1% active; in the data active means inhibition mostly above about 36%, no sharp cut-off; inactive means mostly below about 34%;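 further: HEK-293T reporter cells stimulated with the NOD1 agonist gamma-tri-DAP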
# AID2073: inhibitors of Mint1-CaV2.2 protein interaction, biochemical, HTRF (AID 2073) | HTRF protein-protein interaction, Mint1-CaV2.2; higher % means a stronger effect | inhibition, % at 20 µM, or IC50 in µM where a hit was titrated | 290,000 tested, 0.19% active; in the data active means inhibition mostly above about 51%, no sharp cut-off; inconclusive means no clear call, values can overlap the other calls; inactive means mostly below about 53%; further: some results filed as inactive read as strong as hits
# GPR55 beta-arrestin: selective activators of receptor GPR55 – imaging, U2OS cells, beta-arrestin-GFP redistribution, primary screen (AID 1961); U2OS GPR55 beta-arrestin-GFP redistribution imaging; higher % means a stronger effect; activation, % at 10 µM; hits with a dose series show EC50 in µM; 290,000 tested, 0.048% active;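 active means activation above 40% with more than 50 cells counted in the well; inconclusive means wells holding fewer than 50 cells, flagged as toxic or sparse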;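 further: U2OS osteosarcoma cells stably expressing GPR55 and beta-arrestin-GFP; plate controls were DMSO negative control for no effect and LPI positive control for full effect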
# KOR beta-arrestin-1: KOR agonists, beta-arrestin recruitment, primary screen, cell-based, luminescence, uHTS (AID 1777); KOR beta-arrestin recruitment, luminescence; higher % means a stronger effect; activation, % at 10 µM, or EC50 in µM where a hit was titrated; 280,000 tested, 0.02% active; in the data active means activation above about 50%, passing the limit was not always enough; further: a part of the inactive calls stands beside numbers as strong as those of hits
# HIV fusion peptide: inhibitors of HIV fusion peptide binding, primary screen, biochemical, uHTS, fluorescence dequenching (AID 1986); cell-free peptide binding, fluorescence dequenching, 30 min; higher % means a stronger effect; inhibition, % at 20 µM; hits with a dose series show IC50 in µM; 290,000 tested, 0.3% active; in the data active means inhibition mostly above about 52%, no sharp cut-off; inactive means mostly below about 76%; further: some results filed as inactive read as strong as hits
# SIAH1 antagonists: Siah-1 peptide-binding antagonists, primary screen, biochemical, fluorescence polarization, rhodamine-plectin, uHTS (AID 1817). displacement, % at 20 µM; hits with a dose series show IC50 in µM. 290,000 tested, 0.02% active. Siah-1 / rhodamine-plectin peptide fluorescence polarization; higher % means a stronger effect;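 active means displacement of at least 50% at 20 µM, with a fluorescence ratio check between 0.3 and a set limit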;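 further: plate controls were Siah plus tracer with DMSO for no effect and tracer alone without Siah for full effect; strong numbers were not always called active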
# KOR beta-arrestin-2: KOR antagonists, beta-arrestin recruitment, cell-based, luminescence, uHTS (AID 1778); KOR beta-arrestin recruitment, luminescence, antagonist mode; higher % means a stronger effect; inhibition, % at 10 µM; hits with a dose series show IC50 in µM; 290,000 tested, 0.091% active; in the data active means inhibition above about 50%; further: strong numbers were not always called active
# GPR35 arrestin U2OS: GPR35 antagonists blocking zaprinast-driven arrestin recruitment, primary screen, imaging, U2OS, beta-arrestin-GFP, zaprinast agonist (AID 2058); U2OS GPR35 beta-arrestin-GFP translocation imaging, zaprinast antagonism; higher % means a stronger effect; one-dose inhibition, % at 10 µM; IC50 in µM for titrated hits; 290,000 tested, 0.052% active;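 active means inhibition of at least 50% with at least 30 cells and total cytoplasm GFP at most 10,000,000; inconclusive means under 30 cells or total GFP of 10,000,000 plus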
# GPR55 antagonists: inhibition of LPI-stimulated GPR55 beta-arrestin translocation – imaging, U2OS, beta-arrestin-GFP, LPI agonist, primary screen (AID 2013); U2OS GPR55 beta-arrestin-GFP translocation imaging, LPI antagonism; higher % means a stronger effect; one-dose inhibition, % at 10 µM; IC50 in µM for titrated hits; 290,000 tested, 0.13% active;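 active means spots per cell inhibited over 60%, with over 100 cells counted and total cytoplasm intensity under 500,000; inconclusive means wells with under 100 cells, flagged as likely toxic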;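 further: U2OS cells stably carrying GPR55 and arrestin-GFP stimulated by 5 µM LPI near EC80; imaged beta-arrestin-GFP aggregate spots per cell after agonist stimulation; plate controls were LPI-stimulated DMSO wells for no effect and DMSO wells without LPI for full effect; some results filed as inactive read as strong as hits; confirmed hits need IC50 under 10 µM and bright autofluorescent wells are also inconclusive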
# * marks the source's active call; other numbers are inactive results; ? = inconclusive; . = no result given; [ ] = another dose, or the depositor's remark. The list is partial; the hit share may differ from the screen's.
# Every second line gives: HIV fusion peptide	AID2073	SIAH1 antagonists	NOD1 NF-kB reporter	KOR beta-arrestin-1	KOR beta-arrestin-2	GPR55 beta-arrestin	GPR35 arrestin U2OS	GPR55 antagonists
Cn1ccnc1SCC(=O)Nc1cc(C(F)(F)F)ccc1N1CCOCC1
 : 2.8%	8%	4%	-25%	3.7%	12%	0.0%	12%	11%
CN1CCN(C(=O)CC23CC4CC(CC(C4)C2)C3)CC1
 : -1.4%	-1%	0%	-14%	0.4%	6%	-0.1%	-4%	-6%
Cc1nc2ccccc2c2ncccc12
 : 0.8%	11%	-2%	-5%	-0.6%	-12%	-0.1%	5%	-8%
CC1(C)NC(=O)N(CC(=O)OCC(=O)Nc2sccc2C#N)C1=O
 : 12%	14%	1%	-36%	-0.8%	-18%	0.6%	10%	7%
CC(C)CCN(CCC(C)C)C/C(O)=C(\C#N)c1nc(-c2ccccc2)cs1
 : -1.6%	6%	-2%	2%	-4.3%	-8%	0.0%	7%	19%
CCCOc1ccccc1NC(=O)c1c(-c2ccccc2)noc1C
 : -1.4%	-3%	3%	5%	-0.6%	22%	-0.3%	11%	-3%
CCN1CCN(c2nc(-c3ccc(F)cc3)cc(=O)[nH]2)CC1
 : 0.8%	12%	-3%	6%	-6.3%	-38%[20 µM]	0.2%	0%	-7%
COc1ccc(/C=C/C(=O)c2ccccc2)c(OC)c1
 : -0.1%	4%	2%	-50%	2.4%	-2%	0.7%	4%	20%
COc1ccccc1NC(=O)c1cc2ccccc2nc1C
 : 1.3%	10%	1%	-23%	3.3%	-1%	-0.4%	7%	10%
CC(C)c1ccc(CN(C(=O)c2ccco2)C2CCS(=O)(=O)C2)cc1 (configuration not stated)
 : 0.1%	10%	2%	-31%	-1.0%	-15%	0.1%	2%	4%
O=C1CC(N2CCN(c3ccc(F)cc3)CC2)C(=O)N1c1ccccc1 (configuration not stated)
 : -2.3%	2%	2%	-31%	-2.7%	11%	-0.4%	-12%	9%
CC(CCc1ccco1)NC(=O)Nc1cccc(F)c1 (configuration not stated)
 : 0.0%	-6%	5%	-11%	7.4%	16%	0.2%	23%	10%
O=C(CN=C1NS(=O)(=O)c2ccccc21)OCC(=O)c1ccccc1
 : -0.7%	4%	-6%	-2%	2.3%	11%	-0.1%	2%	1%
O=C(CCc1ccccc1)NC(=S)Nc1ccccc1[N+](=O)[O-]
 : -1.3%	-8%	-4%	-15%	0.1%	3%	0.2%	-31%	10%
CN(/N=C/Cc1nnnn1-c1ccc(Cl)cc1)c1ccccc1
 : -0.4%	-16%	6%	-1%	0.1%	19%	0.2%	-8%	7%
CCCN(CC1CC1)C(=O)CSc1nnc(-c2cc(-c3cccs3)nc3ccccc23)o1
 : 0.1%	23%	-3%	32%	7.2%	-50%	-0.1%	-21%	14%
CCc1ccc(/C=N/n2c(COc3ccccc3)n[nH]c2=S)cc1
 : 2.3%	-42%	-7%	-3%	2.9%	-86%	-0.1%	7%	-8%
CC(C)CC1COC(=O)N1 (configuration not stated)
 : 0.4%	11%	-5%	3%	6.4%	-39%[20 µM]	-0.1%	16%	-13%
Cn1c(N)c(C(=O)COC(=O)[C@H](Cc2ccccc2)N2C(=O)c3ccccc3C2=O)c(=O)n(C)c1=O
 : -1.8%	7%	-1%	-12%	-5.3%	4%	-0.2%	-9%	6%
CCCCCC1CC(=O)N(Cc2ccccc2)C(=O)N1 (configuration not stated)
 : 30%	-6%	1%	11%	-5.6%	21%	-0.1%	28%	9%
COc1ccc(C)cc1S(=O)(=O)n1cnc2ccccc21
 : 0.1%	-3%	0%	-17%	-3.9%	-9%[20 µM]	-0.1%	13%	14%
COc1cccc(NC(=O)CN2CCN(CC(=O)Nc3ccc(F)cc3)CC2)c1
 : -1.7%	7%	-6%	-5%	-1.4%	-15%	0.0%	10%	-1%
COc1cccc(C(=O)Nc2ccc(NC(=O)c3cc4ccccc4o3)c(OC)c2)c1
 : 2.0%	33%	9%	-48%	19%	-83%[20 µM]	0.5%	8%	1%
COc1cccc(/C=N/NC(=O)c2c(C)nc3ccc(Br)cn23)c1
 : -1.6%	12%	-1%	-20%	-8.6%	14%[20 µM]	-0.1%	6%	8%
CN1CCC(N2CCCC(C(=O)O)C2)CC1 (configuration not stated)
 : 19%	3%	0%	3%	-4.2%	-8%	0.4%	1%	12%
c1ccc(-c2csc3nnc(SCc4ccc5c(c4)OCO5)n23)cc1
 : -2.2%	13%	-4%	8%	-1.8%	-36%	0.7%	-3%	2%
Cc1ccc(S(=O)(=O)N2CCCC(N3CCOCC3)C2)cc1Cl (configuration not stated)
 : 1.4%	-1%	14%	-45%	-0.1%	-69%[20 µM]	-0.3%	-1%	6%
Cn1c(=O)c2c(nc(N3CCN(Cc4ccccc4)CC3)n2CCSc2ncccn2)n(C)c1=O
 : 3.4%	6%	6%	-14%	-5.2%	-17%	-0.1%	-10%	13%
C[C@H](NC(=O)c1nc[nH]c1C(=O)N1CCN(c2ccccc2)CC1)C(=O)OCc1ccccc1
 : -0.3%	-6%	-3%	-12%	-2.5%	3%[20 µM]	0.0%	10%	3%
Cc1ccc(N(C(=O)c2sc(C)nc2C)C(C(=O)NCc2ccco2)c2ccccc2)cc1 (configuration not stated)
 : 1.7%	6%	13%	-16%	-1.0%	13%	-0.1%	-12%	2%
COc1ccc2c(CCNC(=O)c3ccco3)c[nH]c2c1
 : 3.0%	8%	-6%	-10%	-2.2%	3%	0.4%	-11%	-12%
C/C=N/NC(=O)c1cc(Br)ccc1O
 : 4.7%	3%	-2%	-9%	-2.4%	13%	0.1%	-7%	1%
Cc1cc(C)n(C(=O)CCCC(=O)n2nc(C)cc2C)n1
 : 0.6%	5%	-1%	-33%	4.6%	-44%	0.6%	-11%	-4%
C=CCn1c(SCC(=O)Nc2ccccc2C)nc2sc(C)c(C)c2c1=O
 : 2.8%	0%	3%	-6%	3.4%	-20%	-0.1%	-12%	-15%
O=S(=O)(c1ccc2nc(N3CCN(c4ccccc4)CC3)ccc2c1)N1CCCCC1
 : 2.1%	?	-2%	-23%	5.9%	-71%	0.0%	6%	33%
CCc1nnc(NC(=O)CCN2C(=O)C3CCCCC3C2=O)s1 (configuration not stated)
 : 0.0%	0%	4%	-38%	-2.4%	32%	-0.1%	-17%	19%
O=C1N=C(N2C=CC(=C3C=CNC=C3)C=C2)/C(=C/N=NC(=O)c2ccccc2)S1
 : -2.4%	-12%	-2%	-32%	0.8%	5%	-0.2%	12%	7%
COc1cccc(-c2nc(C(=O)NCCCN3CCOCC3)cc3c2[nH]c2ccccc23)c1
 : 1.1%	16%	2%	-10%	-5.7%	-4%[20 µM]	0.6%	-6%	1%
C[C@@H]1CN(CCCn2c3ccccc3c3ccccc32)C[C@H](C)N1
 : -0.4%	-1%	-2%	-15%	1.8%	-58%	-0.1%	1%	-7%
O=C(NC(Cc1ccccc1)C(=O)O)/C(=C/c1ccccc1)NC(=O)c1cccc(Br)c1 (configuration not stated)
 : 5.9%	4%	10%	-19%	-2.6%	-1%	0.0%	-1%	-6%
O=C(CSc1nnc(NC(=O)C2CCC2)s1)Nc1ccc(N2CCOCC2)cc1
 : 0.9%	-8%	-1%	-16%	12%	-2%	0.9%	15%	4%
CC(C)COP(=O)(c1ccc(N(C)C)cc1)C(O)c1ccncc1 (configuration not stated)
 : 0.0%	7%	0%	-10%	-6.4%	-2%	-0.1%	16%	8%
O=C(Cc1ccc(Cl)cc1)Nc1ccc(SC(F)F)cc1
 : 0.7%	-6%	-2%	-23%	-4.1%	.	0.1%	1%	-5%
Cc1cc2cc(CN(Cc3ccco3)S(=O)(=O)c3c(C)ccc4nsnc34)c(=O)[nH]c2cc1C
 : 3.8%	9%	-2%	58%	-1.6%	17%	0.0%	5%	16%
Cc1ccc(C)c(NC(=O)CCN2C(=O)[C@@H]3Cc4ccccc4CN3C2=O)c1
 : 0.4%	12%	2%	-38%	8.0%	-6%	-0.1%	4%	17%
CCN(CC)C(=O)N1c2ccccc2CC(N(CC)CC)c2ccccc21 (configuration not stated)
 : -1.6%	-1%	6%	7%	-1.3%	-4%	-0.1%	4%	29%
Cc1ccc(C(=O)NC2CCCc3ccccc32)o1 (configuration not stated)
 : 0.9%	1%	-1%	-5%	-2.9%	23%	-0.1%	-3%	-10%
COC(=O)c1[nH]c2ccc(Br)cc2c1NC(=O)CN1CCN(C2CCCCC2)CC1
 : -0.2%	5%	2%	-36%	3.3%	-16%	0.5%	26%	-2%
O=C1C(C=NCc2cccnc2)=C(O)c2ccccc21
 : 0.7%	11%	2%	-130%	10%	-18%	-0.2%	28%	4%
O=C(CSc1nncc(=O)[nH]1)Nc1cccc([N+](=O)[O-])c1
 : -0.2%	1%	-3%	41%	8.6%	1%	-0.1%	14%	9%
CCC1CCCCN1C(=O)Cn1c(=O)n(CCC(=O)NCc2ccco2)c(=O)c2sccc21 (configuration not stated)
 : -2.3%	0%	-3%	-3%	-3.7%	0%	0.2%	2%	10%
O=C(/C=C/c1ccccc1)N(Cc1cccc(Cl)c1)C1CCS(=O)(=O)C1 (configuration not stated)
 : -0.6%	14%	-4%	-3%	.	-6%	-0.1%	-5%	3%
COc1ccccc1NC(=S)NC(=O)/C=C/c1cccs1
 : 0.8%	?	3%	-13%	-2.2%	4%	0.1%	11%	-4%
C=CCn1c(O)c(N=NC(=O)OCC)c2ccccc21
 : 0.4%	2%	-2%	-19%	3.8%	16%	-0.3%	-2%	1%
Cn1cnnc1Sc1ccc(C(F)(F)F)cc1[N+](=O)[O-]
 : 0.5%	35%	3%	32%	1.9%	-8%	-0.3%	5%	-6%
CC1CCC(C(=O)NC(C(=O)NCc2ccccn2)C(C)C)CC1 (configuration not stated)
 : -2.2%	6%	1%	9%	4.9%	-9%	0.3%	1%	-10%
Cc1cc([N+](=O)[O-])nn1Cc1ccc(C(=O)N/N=C/c2ccccc2)cc1
 : -1.8%	2%	10%	-16%	-1.0%	20%	0.3%	-10%	6%
COc1cc(C(=O)OCC(=O)c2cc(C)n(C)c2C)cc(NC(=O)c2ccco2)c1OC
 : -2.1%	21%	11%	-125%	3.3%	-33%	-0.1%	-2%	0%
O=C(/C=C/c1ccccc1)Nc1ccc2c(c1)C(=O)NC2=O
 : -0.8%	-2%	3%	-41%	1.2%	-12%	-0.1%	-3%	-20%
Cc1ccc(-n2ncc3c(NCc4cccnc4)ncnc32)c(C)c1
 : -0.4%	3%	3%	43%	0.5%	0%	-0.1%	-6%	7%

# Compound activity deposited in PubChem by Sanford-Burnham Center for Chemical Genomics.
